PKA-R1A act = activators of PKA-R1A holoenzyme, primary screen, biochemical, fluorescence polarization, Cy5-IP20, bovine R1A, mouse PKAc. 340,000 compounds, 0.083% hits. AID 504707, 2011. activation, % at 11.4 µM. PKA-R1A dissociation; scaled: DMSO 0%, 113 µM cGMP 100%. cAMP-dependent protein kinase type I-alpha regulatory subunit (Bos taurus) + …;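 active = percent activation above the mean of all tested compounds plus 3 SD, cut at about 19% in these data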;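 also: higher means more PKAc released from R1A so a rise in polarization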
dFosB activator = activators of delta FosB homodimer, primary screen, biochemical, fluorescence polarization, TAMRA-CDK5 oligo, single point; purified delta FosB; percent of positive-control signal above neutral wells; AID 493131, 2011; Protein FosB (Mus musculus), P13346; 340,000 compounds, 0.99% hits; activation, % at 25 µM;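 active = mean activation above about 17%, with every replicate also reaching it, limit read from the data, passing the limit was not always enough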;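 also: fluorescence polarization rise as delta FosB binds a TAMRA Cdk5 AP-1 oligo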
SR-BI DiI inh = inhibitors of SR-BI mediated HDL lipid uptake, primary screen, ldlA[mSR-BI] cells, fluorescence, single point; inhibition, % at 12.5 µM; Scavenger receptor class B member 1 (Mus musculus), Q61009; 320,000 compounds, 0.96% hits; ldlA[mSR-BI] CHO cells, DiI-HDL uptake fluorescence, 3 h; AID 488896, 2010;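 active = mean replicate inhibition of at least 70% and a set share of replicates each scoring 70 or more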;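 also: 0% = median of neutral control wells and 100% = median of positive control wells; values of inactives mirror those of a sister screen read the other way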
CDK5 inh = inhibitors of human CDK5/p35 kinase, primary screen, biochemical, single concentration; Recombinant CDK5/p35, ADP-Glo luminescence, 60 min; inhibition, % at 10 µM; 330,000 compounds, 0.01% hits; AID 488839, 2010;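 active = highest replicate inhibition of at least 50% and at least 75% of replicates reaching 50%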;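 also: plate controls were DMSO neutral control for no effect and GW8510 at 10 µM for full effect; many of its hits are not listed in these tables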
NSD2 HMT inh = NSD2 histone methyltransferase inhibitors, primary screen, biochemical, AlphaScreen, single concentration, set 2. Histone-lysine N-methyltransferase NSD2 (Homo sapiens), O96028. NSD2 peptide methylation, 120 min. inhibition, % at 12.5 µM. 310,000 compounds, 0.54% hits; in the data active = inhibition above about 50%
MITF TRPM1 HTS = activators of MITF-driven TRPM1 promoter reporter, primary screen, cell-based, SK-MEL-5, luciferase, single point. activation, % at 12.5 µM. SK-MEL-5 TRPM1-promoter luciferase, 24 h; % of positive control, neutral wells = 0. AID 588334, 2011. 300,000 compounds, 0.75% hits;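 active = mean activation of at least 80% with every replicate also reaching 80%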;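 also: 0% = neutral control wells and 100% = parthenolide positive control wells; values of inactives mirror those of a sister screen read the other way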
Pemphigus Ab inh = inhibitors of pemphigus antibody binding to DSG3, primary screen, biochemical, bead-based, flow cytometry, scFv-GFP; Desmoglein-3 (Homo sapiens), P32926; binding (percent of control), % at 10 µM; 310,000 compounds, 0.48% hits; AID 588358, 2011; DSG3-coupled beads, scFv-anti-DSG3-GFP binding; stronger effect = lower value;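 active = binding more than 3 SD below its plate's average and above zero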; also: some compounds called inactive have numbers as strong as hits
Target sequence (P32926 whole entry, looked up): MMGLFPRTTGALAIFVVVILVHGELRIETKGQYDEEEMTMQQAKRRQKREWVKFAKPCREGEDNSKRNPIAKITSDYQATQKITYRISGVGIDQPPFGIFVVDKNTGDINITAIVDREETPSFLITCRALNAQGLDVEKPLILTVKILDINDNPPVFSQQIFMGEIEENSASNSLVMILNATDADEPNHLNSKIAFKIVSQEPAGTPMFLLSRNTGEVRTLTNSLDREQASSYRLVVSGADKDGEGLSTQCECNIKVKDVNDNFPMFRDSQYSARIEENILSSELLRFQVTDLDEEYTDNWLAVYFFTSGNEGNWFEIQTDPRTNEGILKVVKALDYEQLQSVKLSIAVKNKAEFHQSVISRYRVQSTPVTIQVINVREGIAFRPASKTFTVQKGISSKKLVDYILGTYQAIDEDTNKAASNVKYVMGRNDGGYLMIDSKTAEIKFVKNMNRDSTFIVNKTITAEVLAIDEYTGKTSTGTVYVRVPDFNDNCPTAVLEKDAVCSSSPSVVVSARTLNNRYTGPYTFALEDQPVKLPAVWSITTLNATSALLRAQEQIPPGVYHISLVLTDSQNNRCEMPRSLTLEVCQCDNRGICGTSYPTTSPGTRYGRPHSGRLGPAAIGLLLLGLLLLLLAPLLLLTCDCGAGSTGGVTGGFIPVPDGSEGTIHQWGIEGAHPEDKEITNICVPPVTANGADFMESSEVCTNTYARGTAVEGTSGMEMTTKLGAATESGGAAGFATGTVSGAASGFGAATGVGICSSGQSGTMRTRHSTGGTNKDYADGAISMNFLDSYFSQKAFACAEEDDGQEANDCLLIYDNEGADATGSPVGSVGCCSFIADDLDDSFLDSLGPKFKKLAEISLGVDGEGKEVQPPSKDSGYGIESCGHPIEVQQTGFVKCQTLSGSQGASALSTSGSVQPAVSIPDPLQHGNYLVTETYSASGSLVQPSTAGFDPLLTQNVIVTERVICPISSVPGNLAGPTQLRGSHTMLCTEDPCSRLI
PKA-R2B act = activators of PKA-R2B holoenzyme, primary screen, biochemical, fluorescence polarization, Cy5-IP20, human | cAMP-dependent protein kinase catalytic subunit beta (Homo sapiens) + cAMP-dependent … | PKA-R2B holoenzyme dissociation; R2B truncated from residue 108, S112A mutant; 0% DMSO only, 100% 113 µM cGMP | activation, % at 11.4 µM | 340,000 compounds, 0.079% hits;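 active = activation above a cutoff set at the mean over all compounds plus 3 SD, cut at about 18% in these data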;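 also: higher means more holoenzyme dissociation and a rise in polarization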
SUMO Mot1 rescue = yeast Mot1-301 growth rescue at high temperature, primary screen, SUMOylation pathway inhibitor project, S. cerevisiae, ATP luminescence, 38.5C; growth rescue, % at 18.8 µM; 320,000 compounds, 1% hits; AID 2716, 2010; S. cerevisiae Mot1-301 growth rescue; percent above DMSO median, 100 means doubled;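 active = every valid replicate shows activation above 250% relative to neutral control wells; inactive = the rest, any valid replicate at or below 250%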;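 also: OY570 slx delta 5 strain wells were the positive control but not used for scaling; some compounds called inactive have numbers as strong as hits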
Arr AP2 block = inhibitors of beta-arrestin/AP2 binding, primary screen, biochemical, GPCR trafficking, flow cytometry; beta-arrestin 1 C-terminal peptide binding to AP2 beta2-adaptin appendage (human); FITC-arrestin peptide / GST-AP2 beads; AP2 beta2 appendage carries R879A mutation; inhibition, % at 10 µM; 340,000 compounds, 0.31% hits;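 active = inhibition above a set limit, near 3 SD of compounds lacking own fluorescence, cut at about 54% in these data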;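 also: plate controls were DMSO wells for no effect and 5 µM unlabelled arrestin peptide for full effect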
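System: GST-AP2 R879A glutathione beads | Also added: FITC-arrestin peptide, 50 nM | Times: 12 min plus 1 h, RT | Signal: Bead flow cytometry, FITC channel | Buffer or medium: PBS with 0.05% Tween 20 and 0.1% BSA | Read-out basis: Percent drop in bead-associated FITC signal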
SR-BI DiI-HDL act = activators of SR-BI mediated DiI-HDL uptake, primary screen, ldlA[mSR-BI] CHO cells, DiI fluorescence | 3 h; 100 = double the neutral-control signal | activation, % at 12.5 µM | AID 504775, 2011 | 320,000 compounds, 0.096% hits;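 active = mean replicate activation of at least 60% and every replicate at or above 60%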;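 also: 0% = median plate neutral-control signal and 100% = twice that signal; values of inactives mirror those of a sister screen read the other way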
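Test system: SR-BI-overexpressing, LDLR-lacking CHO cells; Also added: labelled HDL, 10 µg/mL; Measured by: bottom-read cell fluorescence after medium removal, ex 550/em 595 nm; Timing: 3 h uptake period with compound, 37 °C; Buffer or medium: F12, 0.5% BSA, 25 mM HEPES; Doses: single compound concentration, delivered by pin transfer.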
The depositor's hits bear a star; nt = not tested or not shown.

SMILES	PKA-R1A act	dFosB activator	SR-BI DiI inh	CDK5 inh	NSD2 HMT inh	MITF TRPM1 HTS	Pemphigus Ab inh	PKA-R2B act	SUMO Mot1 rescue	Arr AP2 block	SR-BI DiI-HDL act
CCOC(=O)c1nn(-c2ccc(F)cc2)c2c1CC/C2=C/c1ccccc1	-16	-6	13	0.1	-3	19	84	-6	52	-6	-13
CN(C)C(CNC(=O)c1ccc(S(=O)(=O)N(C)C)cc1)Cc1ccccc1 (configuration not stated)	-13	-6	-10	0.7	0	-6	nt	5	-10	18	10
COc1cc([N+](=O)[O-])ccc1NC(=O)CN1C(=O)NC2(CCCCC2C)C1=O (configuration not stated)	11	-13	nt	-2.3	0	-4	95	0	nt	-3	nt
CCN(C(=O)COC(=O)c1n[nH]c2ccccc12)C1CCS(=O)(=O)C1 (configuration not stated)	6	4	-15	-0.3	-2	15	103	4	1	-3	15
Cc1cccc(-n2c(SCC(N)=O)nnc2-c2ccco2)c1	-8	-6	-26	3.3	-1	16	101	-7	2	14	26
C#CCOCCOCCOCCNc1nc(N2CCN(C(=O)CCCCCCCCCCNC(=O)[C@H](CCCCN)n3cc(CCO)nn3)CC2)nc(N2CCN(C(=O)CCCCCCCCCCNC(=O)[C@H](CCCN=C(N)N)n3cc(C[C@@H](C)CC)nn3)CC2)n1	6	-312	58	8.6	nt	-75	120	-4	-27	-13	-58
CCC(=O)N(Cc1ccco1)c1nc(C(=O)Nc2ccc(Cl)cc2)c(C)s1	-11	-4	47	0.5	0	-9	90	-15	23	-1	-47
CC(C)N1CCN(Cc2cccc(-c3ccco3)c2)CC1CCO (configuration not stated)	-5	3	-8	-0.5	4	6	106	-5	-25	5	8
O=C(Nc1ccc(N=Nc2ccccc2)cc1)c1ccc(Cl)cc1Cl	4	0	62	0.9	-1	17	100	2	0	5	-62
C=CCN1C(=O)C(Cc2ccc(OCC)cc2)SC1=Nc1ccc(C(=O)O)cc1 (configuration not stated)	5	-1	-3	4.1	-2	8	94	-2	1	-2	3
Cc1ccc(NS(=O)(=O)c2ccc3c(c2)n(C)c(=O)n3C)cc1C	0	-9	-12	-0.8	11	nt	100	-1	-7	3	12
Cn1nnnc1SCCNC(=O)C1CCC(=O)N(CCc2cccc(F)c2)C1 (configuration not stated)	-11	-3	-1	2.5	-1	-4	131	-6	-7	-3	1
COC(=O)COc1cccc(/C=N/NC(=O)CCSc2ccccc2)c1	-3	-6	-12	2.0	7	2	105	-3	4	31	12
COC(=O)C1CCCCN1C(=O)c1ccc2oc(C(C)C)nc2c1 (configuration not stated)	-3	-2	-1	-3.4	-1	12	nt	-7	-16	-2	1
O=C(CSc1nnc(Cn2c(=O)sc3ccccc32)n1-c1ccccc1)Nc1nccs1	-9	-6	17	1.8	nt	-8	110	-10	-4	17	-17
O=C(O)CSc1nnc(-c2ccncc2)n1-c1ccc(Cl)cc1	3	-6	-9	1.8	0	nt	nt	4	7	29	9
COc1ccc(OC)c(C2C(C(=O)c3ccc(C)o3)=C(O)C(=O)N2CCN2CCOCC2)c1 (configuration not stated)	-14	-5	2	-1.3	-1	3	102	5	-7	1	-2
CC(=O)Nc1nc(COc2ccc3ccccc3c2)cs1	-11	-6	8	2.7	0	65	98	0	17	-5	-8
Cc1ccc(C)c(S(=O)(=O)N2CCCOC2CNC(=O)C(=O)NCCN2CCOCC2)c1 (configuration not stated)	4	5	9	0.2	1	-9	109	-7	22	11	nt
CCC(=O)N1CCc2cc(S(=O)(=O)CCC(=O)N3CCN(c4ccccc4F)CC3)ccc21	3	-1	-3	1.5	-3	5	94	1	17	-3	3
O=C(Cc1nc2ccccc2[nH]1)c1ccc(Br)cc1	-10	-12	nt	-2.3	9	91*	95	10	-23	2	nt

Arranged by heavy-atom count (high to low): some entries from above
SMILES	PKA-R1A act	dFosB activator	SR-BI DiI inh	CDK5 inh	NSD2 HMT inh	MITF TRPM1 HTS	Pemphigus Ab inh	PKA-R2B act	SUMO Mot1 rescue	Arr AP2 block	SR-BI DiI-HDL act
COc1ccc(OC)c(C2C(C(=O)c3ccc(C)o3)=C(O)C(=O)N2CCN2CCOCC2)c1 (configuration not stated)	-14	-5	2	-1.3	-1	3	102	5	-7	1	-2
CN(C)C(CNC(=O)c1ccc(S(=O)(=O)N(C)C)cc1)Cc1ccccc1 (configuration not stated)	-13	-6	-10	0.7	0	-6	nt	5	-10	18	10
CC(C)N1CCN(Cc2cccc(-c3ccco3)c2)CC1CCO (configuration not stated)	-5	3	-8	-0.5	4	6	106	-5	-25	5	8
Cc1cccc(-n2c(SCC(N)=O)nnc2-c2ccco2)c1	-8	-6	-26	3.3	-1	16	101	-7	2	14	26
CC(=O)Nc1nc(COc2ccc3ccccc3c2)cs1	-11	-6	8	2.7	0	65	98	0	17	-5	-8
O=C(Cc1nc2ccccc2[nH]1)c1ccc(Br)cc1	-10	-12	nt	-2.3	9	91*	95	10	-23	2	nt

Source: PubChem (several laboratories)
